# Source: PubChem BioAssay
# MEKK2wt PB1 HTS = raises or lowers MEK5 binding to wildtype human MEKK2 PB1 domain. Q9Y2U5. bead flow cytometry, Alexa488-MEK5 binding to MEKK2 WT; actives lie on both sides. binding response (% of control), % at 10 µM. 290,000 tested, 1.1% active. AID 1531; in the data active = binding response below about 67% or above about 130%
# MEKK2 mut-MEK5 = signal of MEK5 binding to mutant human MEKK2 PB1 domain | bead flow cytometry, Alexa488-MEK5 binding to MEKK2 mutant | percent response, % at 10 µM | 290,000 tested, 0.35% active | AID 1530; in the data active = percent response above about 24%, passing the limit was not always enough; note: inactives centre near 1; some results filed as inactive read as strong as hits
# VIM-2 inh = inhibitors of Pseudomonas aeruginosa VIM-2 metallo-beta-lactamase | inhibition, % at 5.6 µM | purified VIM-2, nitrocefin hydrolysis, epi-absorbance fluorescence | 290,000 tested, 0.89% active;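 active = inhibition above the mean of all tested compounds plus 3 SD, cutoff set per screening run, cut at about 7.5% in these data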;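 note: red hydrolysis product quenches plate fluorescence so inhibitors raise well fluorescence; 0% = enzyme with DMSO and 100% = DMSO without enzyme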
# IMP-1 inh = inhibitors of Pseudomonas aeruginosa IMP-1 metallo-beta-lactamase; purified IMP-1, nitrocefin hydrolysis, epi-absorbance fluorescence; inhibition, % at 5.6 µM; 290,000 tested, 0.45% active;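 active = inhibition above the mean plus 3 SD of all compounds in the same screening run, cut at about 4.5% in these data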;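 note: 0% = IMP-1 with DMSO and 100% = DMSO wells lacking enzyme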
#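 Assay system: purified IMP-1; Quantity: IMP-1 0.2 nM before substrate addition; Medium: HEPES buffer pH 7.1 with ZnSO4 and Brij 35; Incubation: 15 min enzyme–compound preincubation, then 25 min nitrocefin reaction, 25 °C; Signal: fluorescence quenching readout, ex 480/em 530 nm; Controls: DMSO with and without IMP-1; Repeats: singlicate testing.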
# NALP1 inh = inhibitors of NALP1 inflammasome in yeast | S. cerevisiae NALP1/ASC/caspase-1 growth, X-gal OD620, 72 h | inhibition, % at 10 µM | 280,000 tested, 0.61% active; in the data active = inhibition mostly above about 24%, no sharp cut-off; inactive = mostly below about 32%; note: some compounds called inactive have numbers as strong as hits
# PfM18AAP inh = PfM18AAP enzyme inhibition. recombinant PfM18AAP, H-Glu-NHMec fluorogenic cleavage. 290,000 tested, 1.2% active. inhibition, % at 7.35 µM;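 active = inhibition above the campaign mean inhibition over all tested compounds plus 3 SD, cut at about 28% in these data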;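 note: 0% = plate median of test compound wells and 100% = 2 mM ZnCl2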
# FID counter = fluorescent intercalator displacement, NS3 helicase counter-screen. 290,000 tested, 0.17% active. AID 1845. inhibition, % at 7.9 µM. DNA fluorescent intercalator displacement, fluorescence; in the data active = inhibition above about 37%;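 note: 0% = vehicle and 100% = reference compound; higher means more ethidium bromide displaced from hairpin DNA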
# SUMO HTRF inh = inhibitors of human SUMOylation (UBC9) | inhibition, % at 35 µM | HTRF SUMOylation assay, SAE1/SAE2 + UBC9, in vitro | AID 2006 | 290,000 tested, 0.36% active; in the data active = inhibition above about 50%, passing the limit was not always enough; note: strong numbers were not always called active
# Target sequence (P63279 whole entry, looked up): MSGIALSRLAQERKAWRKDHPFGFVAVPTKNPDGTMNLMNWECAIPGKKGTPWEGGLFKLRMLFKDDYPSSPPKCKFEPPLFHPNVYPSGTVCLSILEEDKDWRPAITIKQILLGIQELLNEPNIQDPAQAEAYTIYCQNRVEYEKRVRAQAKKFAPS
# NS3 helicase inh = blocks Hepatitis C virus NS3 helicase unwinding; NS3 helicase DNA unwinding, Cy5 molecular beacon fluorescence; inhibition, % at 10.9 µM; 290,000 tested, 0.56% active; AID 1800;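 active = inhibition above the mean of all tested compounds plus 3 SD, set per campaign, cut at about 35% in these data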;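 note: 0% = DMSO wells and 100% = thioflavine S control wells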
#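 Compound dosing – single dose, 10.9 µM nominal final, DMSO 0.8% final · System – NS3 helicase fragment of HCV · Buffer or medium – MOPS pH 6.5, MgCl2, DTT, Tween20, BSA · Signal – Cy5 beacon fluorescence read at start and 1 h · Also added – annealed dual-labelled DNA beacon duplex, ATP-started · Schedule – 1 h at 25 °C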
# The depositor's hits bear a star; . = not tested or not shown. Compounds were not picked by outcome. Share with any hit: about 4.7%.
SMILES,MEKK2wt PB1 HTS,MEKK2 mut-MEK5,VIM-2 inh,IMP-1 inh,NALP1 inh,PfM18AAP inh,FID counter,SUMO HTRF inh,NS3 helicase inh
O=C(NNC(=O)c1cc2cc(Br)ccc2oc1=O)c1ccc(O)cc1O,107,-1,-1.3,-3.0,-8,15,-5,16,0
COc1ccc(Cn2c(SC)nc3ccccc32)cc1[N+](=O)[O-],104,5,0.7,-1.2,5,-5,-4,6,-10
COc1ccc(N2CCN(S(=O)(=O)c3ccc4c(c3)NC(=O)CC(=O)N4)CC2)cc1,98,2,-1.9,-2.2,-15,9,-18,7,10
[O-]/[N+](=C\c1ccncc1)c1ccccc1,.,.,-2.4,-3.2,3,4,0,21,5
Cn1cccc1P(=O)(c1cccn1C)c1cccn1C,110,7,-1.3,-2.9,9,10,-25,4,20
COc1ccc(S(=O)(=O)N2CCN(S(=O)(=O)c3ccc4c(c3)OCCO4)CC2)cc1,104,5,-0.9,-2.0,-11,5,2,18,2
Cc1cc(C)n(-c2nc(NC(C)(C)C)nc(NC(C)(C)C)n2)n1,106,6,0.3,-5.5,8,0,-6,18,1
CC(Oc1ccccc1[N+](=O)[O-])C(=O)N/N=C/c1ccoc1 (stereo not drawn),100,3,-1.4,-2.5,11,3,-9,12,2
COc1ccccc1-c1cc(C(F)(F)F)nc(S(=O)(=O)CCCC(=O)Nc2cc(C)on2)n1,96,-1,-0.5,0.2,-2,-3,8,12,-1
O=c1oc2ccccc2cc1-c1nnc(-c2cccc(Br)c2)o1,89,-3,.,.,1,.,.,19,.
COc1ccc(Br)cc1CNC(=O)C1CCN(c2nnc(N3CCCC3=O)s2)CC1,101,3,-3.5,-3.8,-7,-5,-46,-1,9
Cc1nn(-c2ccccc2)c(Cl)c1/C=N/NC(=O)c1cccc(S(=O)(=O)N2CCCC2)c1,96,-2,-2.2,-1.6,29,-1,-1,8,2
COc1ccc2c(c1)sc1nc(=O)ccn12,108,4,-3.6,-6.2,5,5,-2,26,3
CCOc1cc(/C=C(\C#N)C(N)=O)ccc1OCc1c(C)no[n+]1[O-],99,-4,-0.5,-1.4,8,-3,0,3,2
CCOC(=O)CSc1nc(C)c2ccccc2n1,102,6,-1.8,-1.8,8,-9,-5,-3,3
CCOC(=O)CNC(=O)C(NC(=O)C1CCC(C)CC1)C(C)CC (stereo not drawn),106,1,-5.1,-1.3,13,1,-8,5,4
CC(C)c1ccc(/C=C/C(=O)CCC(=O)O)cc1,96,-2,1.4,-1.4,12,2,-21,20,1
COC(=O)c1ccc(CS(=O)(=O)c2ccccc2C)o1,99,3,-4.5,-4.3,.,-9,-4,.,5
CCC(C)(C)NC(=O)C1CCCN1C(=O)NC1CCCCC1 (stereo not drawn),95,-12,-5.8,-4.0,-8,1,-10,-6,-1
CCn1nnnc1SCC(=O)Nc1cccc(C)n1,105,1,-2.7,4.2,9,0,3,13,1
C=CCN(C(=O)COc1ccccc1)c1nnc(-c2ccncc2)s1,105,10,-1.4,0.4,-7,-5,-15,12,-2
COc1ccccc1NC(=O)c1cc(Cl)ccc1NC(=O)c1ccco1,91,0,-3.2,-1.4,-13,-4,1,18,-4
CCOC(=O)C(=CNc1cc(C)ccc1[N+](=O)[O-])C(=O)OCC,102,7,-0.6,-2.1,-3,1,0,2,-5
CC1CCCCN1C(=O)c1c(Cl)cnn1C (stereo not drawn),104,2,0.7,-1.8,0,-5,-4,0,6
COc1cccc(C2C3CN(C)CC=C3C(C#N)=C(N)C2(C#N)C#N)c1OC (stereo not drawn),.,.,-0.9,-1.1,-19,-5,-2,11,0
O=C(O)c1ccccc1NC(=O)C1CCCO1 (stereo not drawn),98,0,-0.9,-0.1,-9,-7,-1,0,-11
CC(C)CN(CCCNC(=O)CN1C(=O)CSc2ccc(S(=O)(=O)N3CCOCC3)cc21)CC(C)C,110,8,-3.6,-2.3,20,5,14,-2,6
CCc1nccn1S(=O)(=O)c1cccc([N+](=O)[O-])c1,103,1,-2.0,-1.0,20,2,-6,7,-4
CC(C)(C)C(=O)Nc1ccc(-c2cn3cccnc3n2)cc1,109,2,-0.9,-1.5,7,0,-5,37,-1
COc1cnc(-c2ccccn2)nc1Sc1cccc(Cl)c1,98,2,-4.2,-2.8,-11,0,-7,13,4
O=C(CSc1n[nH]c(-c2ccccc2)n1)Nc1ncccn1,95,-3,-4.6,-1.3,8,1,4,24,-13
COc1ccc(C2COC(=O)C2=N)c(NC(=O)c2ccccc2)c1 (stereo not drawn),99,0,0.4,1.1,13,-1,-4,10,9
COc1ccc(OC)c(NC(=O)CSc2nnc(Cn3nnc4ccccc43)n2C)c1,107,2,-1.7,-1.4,0,-15,-9,-5,-7
O=S(=O)(NC(=S)NC1CCCCC1)c1ccc(Cl)cc1,72,-13,1.1,-0.3,-6,11,-8,5,19
O=C(CC1SC(=Nc2cccc3ccccc23)N(Cc2ccccn2)C1=O)Nc1ccccc1Br (stereo not drawn),99,-2,-2.9,-5.5,3,-7,-1,-34,10
O=C(COc1ccc(Cl)cc1Cl)NN1C(=O)C2C3C=CC(C3)C2C1=O (stereo not drawn),96,-23,-3.5,-3.3,.,5,-6,-3,-4
COc1ccc(/C=C(\C#N)C(=O)N=CN(C)C)cc1,101,-1,-1.7,-1.9,-6,-15,0,7,5
CCCCN1CC(C(=O)NC2CCCCC2)CC1=O (stereo not drawn),97,0,-0.6,0.2,19,-3,0,18,-3
Cc1nn(C)c(Oc2cccc(Cl)c2)c1C(=O)O,97,0,-0.6,-2.6,21,-4,0,0,0
C/C(=N/NC(=O)CNC(=O)c1cccnc1)c1ccccc1,116,8,-1.2,-3.3,-12,1,-16,-2,30

# Gathered by group: the compounds so far containing a nitro group on carbon
SMILES,MEKK2wt PB1 HTS,MEKK2 mut-MEK5,VIM-2 inh,IMP-1 inh,NALP1 inh,PfM18AAP inh,FID counter,SUMO HTRF inh,NS3 helicase inh
COc1ccc(Cn2c(SC)nc3ccccc32)cc1[N+](=O)[O-],104,5,0.7,-1.2,5,-5,-4,6,-10
CC(Oc1ccccc1[N+](=O)[O-])C(=O)N/N=C/c1ccoc1 (stereo not drawn),100,3,-1.4,-2.5,11,3,-9,12,2
CCOC(=O)C(=CNc1cc(C)ccc1[N+](=O)[O-])C(=O)OCC,102,7,-0.6,-2.1,-3,1,0,2,-5
CCc1nccn1S(=O)(=O)c1cccc([N+](=O)[O-])c1,103,1,-2.0,-1.0,20,2,-6,7,-4

# Next part.
SMILES,MEKK2wt PB1 HTS,MEKK2 mut-MEK5,VIM-2 inh,IMP-1 inh,NALP1 inh,PfM18AAP inh,FID counter,SUMO HTRF inh,NS3 helicase inh
O=C(COc1ccc(Cl)cc1Cl)NCCC1=CCCCC1,105,6,-2.6,-1.3,3,8,-10,18,-9
COc1ccc(S(=O)(=O)N(C)CC(=O)NC2CCCCC2)cc1OC,98,0,-2.6,-3.5,7,5,-9,24,3
COCCn1c(SCC(=O)Nc2ccccc2)nnc1-c1ccoc1C,102,1,-2.7,-2.2,0,5,-14,3,-5
COc1cccc(OCCNc2cc(N3CCCCC3)ccc2[N+](=O)[O-])c1,106,1,0.8,47*,10,-9,-1,7,4
O=C(O)c1ccc(Cl)cc1NC(=O)C1CCCO1 (stereo not drawn),98,-3,-1.1,-0.4,2,-2,0,7,-3
CC(=O)Nc1ccc(S(=O)(=O)N2CCN(c3ncccn3)CC2)cc1,101,0,-0.5,-1.2,10,0,-4,9,-4
CS(=O)(=O)N1N=C(c2ccco2)CC1c1ccccc1 (stereo not drawn),97,11,-2.9,-4.1,3,0,-1,-13,-5
CCCCn1c(SCC(=O)N2CCC(C)CC2)nc2ccsc2c1=O,102,2,-0.6,-2.2,12,2,-29,0,-12
Cc1onc(-c2c(F)cccc2Cl)c1C(=O)ONC(=O)c1ccccc1,99,3,-3.1,-2.3,10,-8,-5,-15,0
O=C(O)C1C2C=CC3(CN(Cc4ccncc4)C(=O)C13)O2 (stereo not drawn),113,5,-2.3,-2.9,-68,-5,-4,-10,-7
COc1ccc(-c2cc(C(F)(F)F)nc(SCCC(=O)NCc3ccco3)n2)cc1,105,4,-0.4,-1.9,4,20,-21,2,26
Cc1nc(/C(N)=N/OC(=O)c2c(-c3ccccc3Cl)noc2C)cs1,95,-3,-2.7,-3.8,.,14,-16,-24,1
COc1ccc(-c2nc(-c3ccccc3)no2)c(OC)c1,100,-2,-3.7,-3.4,.,-4,-7,-18,-8
COc1ccc(OC)c2[nH]c(=O)c(CCNC(=O)COc3ccccc3)cc12,.,.,-2.9,-4.2,-7,-6,-28,10,-1
COc1ccccc1NC(=O)C/C(C)=N/NC(=O)COc1c(Br)cc(Br)cc1OC,97,-5,-2.1,-1.6,0,0,-26,5,-8
CC(=O)Nc1ccc(S(=O)(=O)NCC(=O)OCC(=O)NC23CC4CC(CC(C4)C2)C3)cc1,101,-2,-2.5,-2.7,.,-2,-18,10,-2
CN1CCc2cccc3c2[C@H]1Cc1ccc(O)c(O)c1-3,100,3,3.7,-1.3,101*,35*,13,16,-43
COc1ccccc1C(=O)Nc1ccnn1C1CCN(C2CCSCC2)CC1,105,9,-1.1,-4.4,4,7,5,0,8
CC1(C)Oc2ccc3ccc(=O)oc3c2/C(=C/O)C1=O,115,11,1.4,-1.7,-4,-2,-3,14,3
Cc1cc(/C=N/NC(=O)c2cccs2)c(C)n1-c1ccccc1,111,3,0.0,-2.0,4,12,-9,6,2
COCCNc1nnnc2c1sc1nc(N3CCOCC3)c3c(c12)CC(C)(C)OC3,101,4,-0.8,-1.6,12,-2,-10,9,5
OCCC1CN(Cc2cccn2-c2ncccn2)CCN1Cc1ccc(F)cc1 (stereo not drawn),93,-4,-2.2,-2.2,-41,0,3,9,-1
O=C(O)c1ccc2c(=O)n(-c3ccc(F)c(Cl)c3)c(=S)[nH]c2c1,95,-3,-3.3,-4.3,-3,8,-10,12,-26
COC(=O)NCCOc1nc(N(C)C)nc(N(C)C)n1,107,1,1.2,-0.5,17,-2,3,16,-7
CCc1cc(C(=O)c2ccc(Br)cc2)c(NC(=O)CN(CC)CC)s1,109,12,-2.2,-1.9,9,-11,-3,3,-10
O=C(NCCCN1CCOCC1)c1ccc(Sc2cccc(Cl)c2)c([N+](=O)[O-])c1,114,0,-4.6,-2.6,13,2,12,-5,-54
CCCc1ccc(-c2c(C)sc(N)c2C#N)cc1,104,0,-0.3,-1.2,46,20,-4,-6,4
Cc1cc(C#N)c(C)n1-c1cc(S(=O)(=O)N2CCOCC2)ccc1N1CCCC1,86,0,-1.2,-2.7,23,-32,-15,14,-1
Cc1cc(NC(=O)c2ccc(C)c(C)c2)no1,106,4,-1.4,-2.0,4,4,-12,5,17
CN(C)CCNC(=O)/C(=C/c1ccc(-c2ccc(Cl)cc2Cl)o1)NC(=O)c1ccccc1,132,4,1.5,-0.7,-3,0,13,-12,-66
O=C(Nc1ccccc1F)Nc1cc(S(=O)(=O)N2CCOCC2)ccc1N1CCCC1,97,-3,-2.2,-0.1,-11,-6,-6,64,8
